High-throughput results (PubChem)
ROC1-CUL1 inh = inhibitors of human ROC1-CUL1 ubiquitin ligase activity; P62877+Q13616; in vitro K48 di-Ub FRET, acceptor:donor ratio, 45 min; inhibition, % at 10 µM; hit rate 0.6% among 140,000; AID 1347404; in the data active = inhibition above about 25%
Target sequence (P62877 whole entry, looked up): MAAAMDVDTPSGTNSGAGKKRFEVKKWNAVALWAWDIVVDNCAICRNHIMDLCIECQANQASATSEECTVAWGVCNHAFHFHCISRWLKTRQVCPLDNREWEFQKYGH
Target sequence (Q13616 whole entry, looked up): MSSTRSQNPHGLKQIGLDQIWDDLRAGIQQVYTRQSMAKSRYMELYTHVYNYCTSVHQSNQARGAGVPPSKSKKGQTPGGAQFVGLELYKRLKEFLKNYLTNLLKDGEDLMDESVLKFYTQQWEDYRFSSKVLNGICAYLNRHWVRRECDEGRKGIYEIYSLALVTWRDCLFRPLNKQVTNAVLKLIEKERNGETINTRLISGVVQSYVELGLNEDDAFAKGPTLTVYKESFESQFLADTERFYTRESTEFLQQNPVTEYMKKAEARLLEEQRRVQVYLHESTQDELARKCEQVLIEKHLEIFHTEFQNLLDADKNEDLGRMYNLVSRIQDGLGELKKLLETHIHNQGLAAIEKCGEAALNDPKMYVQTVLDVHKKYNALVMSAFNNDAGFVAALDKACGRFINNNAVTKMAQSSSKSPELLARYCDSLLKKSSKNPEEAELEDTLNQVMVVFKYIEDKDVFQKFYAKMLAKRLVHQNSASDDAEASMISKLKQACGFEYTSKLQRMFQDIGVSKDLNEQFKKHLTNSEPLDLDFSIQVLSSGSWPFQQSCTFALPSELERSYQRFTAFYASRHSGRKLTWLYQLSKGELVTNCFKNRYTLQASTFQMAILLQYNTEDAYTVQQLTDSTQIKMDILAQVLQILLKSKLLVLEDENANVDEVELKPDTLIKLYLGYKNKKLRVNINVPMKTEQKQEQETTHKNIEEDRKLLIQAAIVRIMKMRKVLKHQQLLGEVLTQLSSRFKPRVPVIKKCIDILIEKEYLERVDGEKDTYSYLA
Starred values were filed as active, the others as inactive; & = joins results of further samples.

ROC1-CUL1 inh	SMILES
-2.1	CCOc1ccc(OCCSc2nc3ccccc3n2CC(O)CO)cc1 (stereo not given)
8.0	CCCCCCCCCCOC(=O)C[N+](C)(C)CCCNC(=O)c1ccco1
-6.4	CN1CCN(C(=O)c2ccc(CNS(=O)(=O)c3cccc(Cl)c3)cc2)CC1
3.6	CCCCCn1c(=N)c(S(=O)(=O)c2ccc(C)cc2)cc2c(=O)n3cc(C)ccc3nc21
9.1	O=S(=O)(N/N=C/c1c[nH]c2ccccc12)c1ccccc1
-6.8	Cc1ccc(-c2c(C)n3c4c(=O)n(C)c(=O)n(C)c4nc3n2CCCO)cc1
10.1	CC(C)NCC(O)COc1ccccc1-c1ccccc1OCC(O)CNC(C)C (stereo not given)
1.8	O=C(O)CCCCCNC(=O)/C=C/c1ccccc1-c1ccccc1
0.5	CCN(CC)c1nc(N)n(CCO)c(=O)n1
7.3	CCOc1cc(CNc2ccc(N3CCOCC3)cc2)cc(Br)c1OCC
3.1	CCN(CC)CC(O)COc1cc(CNCC2CCOCC2)ccc1OC (stereo not given)
-1.1	CCOc1nnc2c(n1)c(C)nn2-c1ccccc1
0.4	COc1ccccc1Oc1ncccc1CNC(=O)C1CC12CCC2 (stereo not given)
3.8	COc1ccc(OC)c(C2CC(=O)Nc3c2ccc(C)c3C)c1 (stereo not given)
-5.7	CC(C)c1ccc(-c2cc(C(=O)NN3CCN(C)CC3)c3ccccc3n2)cc1
14.0	O=C(COC(=O)c1ccccc1C(=O)N(c1ccccc1)c1ccccc1)c1ccc(F)cc1
6.1	CCOC(=O)c1sc(N)c(SC)c1C
-17.7	O=C(CC(Cc1cc(=O)cc(-c2ccccc2)o1)c1ccccc1)c1ccccc1 (stereo not given)
-3.0	CC(=O)Nc1ccc(S(=O)(=O)N2CCC(c3nnnn3-c3ccccc3)CC2)cc1
-5.5	CCOC(=O)CSc1nc(-c2ccccc2)cc(C(F)(F)F)c1C#N
-1.0	CCCCNC(=O)c1cn(C2CCCCC2)cc(C(=O)N(C)CCc2ccccn2)c1=O
-2.3	CCc1nnc2sc(-c3ccccc3C(F)(F)F)nn12
-1.2	COc1ccc(C(=O)Nc2ccc(F)cc2)cc1
7.2	Cc1cc(C)nc(-n2nc(C)c3c2N(Cc2ccccc2F)C(=O)CC3c2ccc(Cl)cc2)n1 (stereo not given)
94.3*	Cc1ccc(N2C(=O)CSC23C(=O)Nc2ccc(C)cc23)cc1 (stereo not given)
6.0	Cc1cccc(-c2nc(CN3CCOCC3)c(C)o2)c1
-6.2	COc1cc(OC)cc(-n2c(=O)c3sccc3n(Cc3ccc(F)cc3)c2=O)c1
0.6	O=C(N/N=C/c1ccc(-c2cccc(C(=O)O)c2)o1)Nc1ccc(Cl)cc1
-7.5	CCc1ccc(NC(=O)c2sc3nc(C)c(Cl)c(C)c3c2NC(=O)c2ccccc2OC)cc1
-3.3	CCOC(=O)c1cc(-c2ccc(F)cc2)n(CCC(=O)NCc2ccccc2OC)c1C

Next records
ROC1-CUL1 inh	SMILES
-11.3	O=C1CC(NC2CCOCC2)CN1Cc1cccc2ccccc12 (stereo not given)
5.7	Cc1cc(NC(=O)C(C)Oc2ccc(Br)cc2Br)no1 (stereo not given)
-2.0	OCCN1CCN(CCCc2c3c(cc4c2CCC4)CCC3)CC1
-4.3	CCOc1ccccc1NC(=O)c1sc2nc3c(cc2c1N)CN(Cc1ccccc1)CC3
-9.4	COc1ccc2c(c1)C1=NN(/C(C)=C/C(C)=O)C(c3cccc(F)c3)C1CC2 (stereo not given)
-4.9	COc1cccc(-c2noc3c2CN(C(=O)NCc2ccco2)CC3)c1
-1.6	O=C(CCCCn1c(=O)c2ccccc2n(CC(=O)Nc2cccc(F)c2)c1=O)NCCc1ccccc1
-5.9	CCc1cccc(NC(=O)Nc2csc3c2CCCC3)c1
0.2	O=C1C(=O)N(CN2CCc3ccccc3C2)c2ccc(Br)cc21
0.1	COC(=O)c1ccc(NC(=O)c2ccc(Br)o2)cc1
2.6	Cn1c(=O)oc2cc(S(=O)(=O)NC(Cc3ccccc3)C(=O)Nc3ccc(F)c(Cl)c3)ccc21 (stereo not given)
-5.0	CSC1=NC(=NCCCOC(=O)Nc2ccc(Cl)cc2)C2(CCCC2)N1c1ccccc1
-1.4	CCc1ccc(NC(=O)C2CCN(S(=O)(=O)c3c(C)noc3/C=C\c3ccc(OC)cc3)CC2)cc1
-5.3	CN(C)Cc1ccccc1Sc1ccccc1O
-11.4	O=C(c1ccc(=O)[nH]n1)N1CCCC(CCc2ccc(F)cc2F)C1 (stereo not given)
-2.8	Cc1cccc(NC(=O)c2ccc(CN3CC(=O)N4CCCCC4C3=O)cc2)c1C (stereo not given)
8.6	Oc1cccc2ccc(/C=C/c3ccc(-c4ccccc4Cl)o3)nc12
-1.6	COc1ccc(Cl)cc1S(=O)(=O)N1CCSCC1
-2.4	CCC(=O)Nc1sc2c(c1C(=O)Nc1ccc(Br)cc1)CCCCC2
1.2	O=C(CN1C(=O)S/C(=C\c2ccccn2)C1=O)N1CCOCC1
0.4	COc1cc(CC2(CCC(=O)N3CCCC(c4nc5ccccc5o4)C3)CCC(=O)N2)ccc1F (stereo not given)
4.7	CCOc1ccc(C2c3c(cc(C)n(Cc4cccnc4)c3=O)OC(=N)C2C#N)cc1 (stereo not given)
-3.4	c1ccc(C2=NN(c3ccccc3)C3c4ccccc4CC23)cc1 (stereo not given)
4.3	Cc1ccccc1CN1CCN(C(=O)Nc2ccccc2Cl)CC1
-1.0	Cc1ccc(-c2ccc3c4ccccc4c(C(=O)C(F)(F)F)c-3o2)c(C)c1
6.4	COc1ccc2c(c1)CCC1=C2CCN2C(=O)c3ccccc3C12 (stereo not given)
12.1	O=C(CN(CCc1ccccc1)S(=O)(=O)c1ccc(Br)cc1)NCc1ccc(Cl)cc1
-2.8	Cc1cccc(-c2noc(-c3cccnc3NCc3ccc(Cl)cc3)n2)c1
-6.1	CC1CCN(S(=O)(=O)c2cc(C(=O)O)ccc2Br)CC1
5.8&4.9	Cc1ccc(C(=O)Nc2ccc(S(=O)(=O)Nc3onc(C)c3C)cc2)cc1

Continuation:
ROC1-CUL1 inh	SMILES
2.0	CC1CC1C(=O)NCc1ccccc1Cl (stereo not given)
1.2	CC1=C(c2ccc(C)cc2)S(=O)(=O)N(Cc2ccc(C(=O)Nc3ccccc3C)cc2)C1=O
-5.8	Cc1c(N2C(=O)/C(=C\c3ccco3)SC2=S)c(=O)n(-c2ccccc2)n1C
0.9	COc1ccc(OC2CCN(C(C)=O)CC2)c(C(=O)NCc2nc(C)cc(C)n2)c1
27.4*	COc1cc(/C=C2\C(=O)NN(c3ccccc3)C2=O)cc(Br)c1OC(=O)C12CC3CC(CC(C3)C1)C2
93.0*	O=C1C2C(c3ccc(F)c(Cl)c3)OC3(C(=O)c4ccccc4C3=O)C2C(=O)N1c1ccc(Br)cc1 (stereo not given)
0.4	Cc1ccc(/C=C/C(=O)Nc2ccccc2C(N)=O)o1
8.6	CC1CCN(Cc2nnnn2CC(=O)N2CCCC2c2nccs2)CC1 (stereo not given)
5.0	O=C(Nc1ccc(F)cc1)Nc1csc2c1CCCC2
1.3	CN1C(=O)C(S(=O)(=O)C(C)(C)C)C(=O)c2ccccc21 (stereo not given)
5.4	O=c1sc2ccccc2n1CSC(=S)N(Cc1ccccc1)Cc1ccccc1
8.9	CCCc1ccc(-c2ccc(OCC)cc2)nc1
4.3	CCCn1cnc2cc(NC(=O)c3ccco3)ccc21
14.5	CCCn1c(=O)c2c(nc3n2CC(C(C)(C)C)=NN3CC)n(C)c1=O
9.6	COc1cccc(-c2n[nH]c3c2CN(C(=O)c2cccnc2OC)CC3)c1
2.4	CCc1c2cc(C)ccc2n2ccnc(C)c12
1.0	CCOc1ccc(N=C2S/C(=C\c3ccc(OCC(=O)O)c(OC)c3)C(=O)N2CC)cc1
-7.6	Cc1ccc(-c2nn(CC(=O)NC3CCCC3)c3c2cnc2ccccc23)cc1
-8.4	Cc1cc(NC(=O)CCNS(=O)(=O)c2ccc3c(c2)oc(=O)n3C)ccc1Br
-2.3	O=C(Nc1nc2ccccc2s1)c1ccc[nH]c1=O
9.9	CC(C)(C)C(=O)N1CC2CC1C(=O)NO2 (stereo not given)
-2.0	CCC(Nc1ccc(C)cc1C)C(=O)N/N=C/c1ccncc1 (stereo not given)
9.9	CN(C)C1CCCN(c2nccc(-c3cnn(C)c3)n2)C1 (stereo not given)
2.1	Cn1ccnc1CN1CCN(C(=O)c2cn(C/C=C/c3ccccc3)nn2)CC1
1.4	CCCN1CCC(NC(=O)COc2ccccc2F)CC1
5.3	CCOc1ccc(Nc2nnc(-n3nc(C)cc3C)c3ccccc23)cc1
-2.8	O=C(c1c(F)cccc1F)N1CCN(S(=O)(=O)c2ccc(F)cc2)CC1
12.0	CC(CCc1ccccc1)NC(=O)/C=C/c1cccs1 (stereo not given)
-4.0	Cn1c(=O)c2c(nc3n(CCO)c(-c4cccs4)cn23)n(C)c1=O
13.0	C=CCN1C(=O)C(Cc2c[nH]c3ccccc23)NC1=S (stereo not given)

(cont.)
ROC1-CUL1 inh	SMILES
3.9	Cc1ccc(C(=O)N2CCN(S(=O)(=O)c3cccs3)CC2)cc1
-1.2	O=S(=O)(Nc1nc2ccccc2s1)c1ccc2ccccc2c1
-6.8	Cc1ccc(NC(=O)N2CCN(c3ccc(Cl)c(Cl)c3)CC2)cc1
1.8	O=C(CSc1ccc2nnc(-c3cccnc3)n2n1)NCC1(c2ccccc2)CCOCC1
-6.1	O=C(c1ccc(CSc2nc3ccncc3n2Cc2cccc(F)c2)cc1)N1CCCCC1
-8.2	N#CC/C=C1/c2ccccc2C=Cc2ccc(Cl)cc21
7.0	CCOc1ccccc1NC(=O)C1CCN(S(=O)(=O)c2ccc3c(c2)CC(C)N3C(C)=O)CC1 (stereo not given)
10.2	CCOc1cc(-c2nc(-c3ccc(Cl)cc3)no2)cc(OCC)c1OCC
-3.2	CC1=C(c2ccc(C)cc2)S(=O)(=O)N(Cc2ccc(C(=O)NCc3ccccc3F)cc2)C1=O
5.0	COC(=O)[C@H]1[C@@H](C#N)C2c3ccccc3C=CN2N1c1ccccc1 (stereo not given in full)
3.7	CS(=O)(=O)N1N=C(c2ccccc2)CC1c1ccccc1F (stereo not given)
4.3	Cc1cc(-c2nc3ncccc3o2)ccc1NC(=O)COc1ccccc1C
11.7	CC(=O)c1sc(Nc2ccc(S(=O)(=O)Nc3onc(C)c3C)cc2)nc1C
-1.3	O=C(Nc1ccc2ccccc2c1)c1onc2c1CCCC2
0.3	CCN1CCN(C(=O)c2ccc(N3CCC(N4CCOc5ccc(Cl)cc5C4)CC3)cc2)CC1
4.5	O=C(O)COc1ccc(/C=C2\SC(=S)N(c3cccc(C(F)(F)F)c3)C2=O)cc1
-7.0	CC(=O)C1C(=O)C(=O)N(CO)C1c1ccccc1 (stereo not given)
-1.9	CC1CC2(CCCCCC2)NCc2ccccc21 (stereo not given)
-0.1	COc1ccc(-c2cc(C(=O)N3CCN(c4ccccc4)CC3)no2)cc1
-0.4	Cc1ccc(Cn2cccc2C2=NC(C)(C)CO2)cc1
-16.6	CCn1cc(CNC(=O)c2ccc(OC3CCN(C(C)=O)CC3)c(OC)c2)cn1
-5.2	OCCCCCCNC(=S)Nc1ccc(F)cc1
-0.4	CC(C)CNC(=O)COc1ccc2ccccc2c1
1.0	CCc1ccc(CN(Cc2cn[nH]c2-c2ccc(OC)cc2)C(=O)Nc2cc(Cl)ccc2OC)cc1
0.7	CCOc1ccccc1CNC(=O)c1cccn1-c1nnc(N2CCCCC2)s1
0.1	O=C(Nc1cc2c(cc1C(=O)c1ccccc1Br)OCCO2)c1cccc(Cl)c1
-4.4	O=C(Oc1cccc2cccnc12)c1ccc(Br)cc1Br
-4.8	COc1ccccc1CNC(=O)c1ccc(NC(=O)N2CC(C)Sc3ccccc32)cc1 (stereo not given)
-1.6	Cc1ccc(-n2nnnc2-c2cnc(N3CCCC3)nc2-c2cccs2)cc1
6.0	CCN(CC)c1ccc(NC(=O)C(C)Oc2ccc(Cl)cc2Cl)cc1 (stereo not given)

Nothing new here: six of the compounds above.
ROC1-CUL1 inh	SMILES
0.7	CCOc1ccccc1CNC(=O)c1cccn1-c1nnc(N2CCCCC2)s1
0.1	O=C(Nc1cc2c(cc1C(=O)c1ccccc1Br)OCCO2)c1cccc(Cl)c1
-4.4	O=C(Oc1cccc2cccnc12)c1ccc(Br)cc1Br
-4.8	COc1ccccc1CNC(=O)c1ccc(NC(=O)N2CC(C)Sc3ccccc32)cc1 (stereo not given)
-1.6	Cc1ccc(-n2nnnc2-c2cnc(N3CCCC3)nc2-c2cccs2)cc1
6.0	CCN(CC)c1ccc(NC(=O)C(C)Oc2ccc(Cl)cc2Cl)cc1 (stereo not given)

Next part
ROC1-CUL1 inh	SMILES
-2.4	O=C(NNC1=NCCCCC1)C(F)(F)C(F)(F)C(F)(F)F
6.1	CC(Oc1ccc(C=C2C(=O)c3ccccc3C2=O)cc1)C(=O)O (stereo not given)
18.9	C/C(=N\N=C1\NC(=O)C(CC(=O)O)S1)c1ccc(OCC(C)C)cc1 (stereo not given)
-2.8	C/C(=N\N1C(=O)c2ccccc2NC1c1ccc(N(C)C)cc1)c1ccccc1O (stereo not given)
-0.3	C=C(C)CSc1nnc(-c2ccccc2)c(=O)[nH]1
-11.4	O=C(O)C1CCCCC1C(=O)N1CCN(c2ccccc2F)CC1 (stereo not given)
4.4	COCC(=O)Nc1ccc(Br)cc1F
7.5	O=C(c1nn2c(C(F)(F)F)cc(-c3ccc(F)cc3)nc2c1Cl)N1CCN(c2ccc(F)cc2)CC1
-2.9	Clc1ccccc1OCC1CCNCC1
-4.2	COc1ccc(CCC(=O)NCc2nc3cccnc3n2Cc2ccc(OC)cc2)cc1
-1.4	CC1(C)CC2=C(CS1)C(=S)SC(=N)C2C#N (stereo not given)
-15.6	COc1cc(OC)cc(-c2nc(-c3ccccc3)c(-c3ccc(F)cc3)[nH]2)c1

Grouped by structure: the entries above containing a cyano group
ROC1-CUL1 inh	SMILES
-5.5	CCOC(=O)CSc1nc(-c2ccccc2)cc(C(F)(F)F)c1C#N
4.7	CCOc1ccc(C2c3c(cc(C)n(Cc4cccnc4)c3=O)OC(=N)C2C#N)cc1 (stereo not given)
-8.2	N#CC/C=C1/c2ccccc2C=Cc2ccc(Cl)cc21
5.0	COC(=O)[C@H]1[C@@H](C#N)C2c3ccccc3C=CN2N1c1ccccc1 (stereo not given in full)
-1.4	CC1(C)CC2=C(CS1)C(=S)SC(=N)C2C#N (stereo not given)

This is a subset (hit frequency here may not be typical).
